High-throughput results: PubChem, several laboratories
Insulin prom up: insulin promoter activators in MIN6 cells, imaging, high-content screening, mouse beta cells. MIN6 insulin promoter-GFP reporter; hits give high values. z-score at 5 µM. 0.3% of 190,000 active. AID 1625, 2009;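 active means z-score above 3 at 5 µM with at least 500 cells counted in the well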
Lipid droplet: inhibitors of hepatocyte lipid droplet formation, primary screen, imaging, high-throughput imaging, BODIPY stain | AML12 mouse hepatocytes, oleate lipid droplets | AID 1656, 2009 | 0.4% of 240,000 active | inhibition, % at 6.5 µM;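 active means lipid droplet intensity inhibited by at least 50%, with more than 500 cells counted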
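Test system: AML12 hepatocytes (mouse); reagent: oleate loading, 100 µM; dosing: one dose, 6.5 µM compound; incubation: overnight exposure; signal: fluorescence imaging, 20x objective, two fields per well; read-out basis: % inhibition of corrected integrated BODIPY droplet signal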
Autophagy mod: autophagy modulators in MEF cells, primary screen, imaging, high-content, MEF GFP-LC3; MEF GFP-LC3 puncta imaging; test concentration mostly 10 µM; calls only at 10 µM (by protocol); 0.98% of 190,000 active; AID 463193, 2010;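 active means percentage of spot-positive cells more than 3 SD above its plate mean, without a fluorescence outlier flag or 80% toxicity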;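 further: spot-positive cell cutoff set from DMSO-treated cells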
Dynein cargo inh: inhibitors of GR-EGFP nuclear translocation, primary screen, dynein cargo transport inhibitor project, imaging, high-content, 3617.4 mouse cells; 0.47% of 220,000 active; z-score, hits read low; test concentration mostly 20 µM; stimulated with dexamethasone, 1 µM; hits give low values;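 active means plate z-score of nuclear minus cytoplasmic receptor signal below a set negative limit, without overly bright fluorescence or cell loss, cut at about -3.5 in these data, passing the limit was not always enough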;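 further: z-score of nuclear minus cytoplasmic ring GR-EGFP intensity difference per well; some compounds called inactive have numbers as strong as hits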
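Buffer or medium: tet-free medium with charcoal-stripped serum / Also added: dexamethasone agonist, 1.0 µM final, for 30 min / Timing: induction 48 h, compound 1 h, agonist 30 min / Measured by: high-content fluorescence imaging after fixation / Read-out: nuclear-to-cytoplasmic GR-EGFP distribution per well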
Salmonella PhoP GFP: inhibitors of PhoP regulon expression, primary screen, Salmonella Typhimurium, GFP reporter (AID 1863) | inhibition, % at 50 µM; hits with a dose series show IC50 in µM | S. Typhimurium PhoP-regulated promoter GFP reporter, 4 h; higher % means a stronger effect | 0.16% of 300,000 active;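 active means inhibition over 29.93%, a cutoff 3 SD above the screen mean, later confirmed by dose response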;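 further: 0% = low Mg2+ inducing control and 100% = high Mg2+ repressing control; strong numbers were not always called active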
b-catenin transl: modulators of beta-catenin nuclear translocation, primary screen, imaging, HeLa cells, immunofluorescence, high-content; nuclear translocation activity, % at 5 µM; 0.3% of 190,000 active; AID 1665, 2009;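 active means nuclear translocation activity above 50% at 5 µM, with a well cell count of 50 or more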;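 further: per-cell ratio of nuclear to cytoplasmic median beta-catenin stain intensity; plate controls were DMSO negative control for no effect and GSK-3 inhibitor IX positive control for full effect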
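Test system: human HeLa cells, endogenous beta-catenin. Times: 24 h compound exposure, 37°C. Measured by: beta-catenin immunofluorescence imaging with DAPI.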
ER stress rescue: rescue of cells from ER stress-induced death, primary screen, 384-well, CSM14.1, thapsigargin, ATP luminescence (AID 1222). CSM14.1 thapsigargin-induced death rescue, ATP luminescence; higher % means a stronger effect. cellular ATP content (survival), % at 20 µM; hits with a dose series show EC50 in µM. 190,000 tested, under 10 active;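 active means EC50 below 50 µM in the dose-response confirmation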;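 further: death triggered by thapsigargin at about 15 µM added after 2 h compound pretreatment; cell ATP read after overnight thapsigargin exposure of roughly 18 to 22 hours; normalized against plate controls of thapsigargin alone and 5% DMSO vehicle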
T cell modulator: modulators of CD8 T cell-vesicle binding, primary screen, mouse 2C CD8+ T cells, flow cytometry; 2C CD8+ T cell-vesicle binding; hits give low values; calls only at 7 µM; 0.068% of 330,000 active;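 active means response, share of CD8 T cells binding vesicles, and their 90th percentile fluorescence all below set limits, cut at about 80% in these data, passing the limit was not always enough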
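System: murine 2C transgenic CD8+ T lymphocytes; also added: QL9-loaded Drosophila micro-vesicles; times: binding 1.5 h at 37 °C; measured by: flow cytometry, PE anti-B7-1 (FL2) versus Alexa647 anti-CD8 (FL8), PFA-fixed; control set: Peptide-free naked vesicles (low) and QL9 vesicles with 0.7% DMSO vehicle (high)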
MT stabilize HCS: microtubule stabilizers in HeLa cells, primary screen, imaging, high-content imaging; 0.83% of 200,000 active; % tubulin-high responders, % at 10 µM; AID 2205, 2009; HeLa tubulin immunostaining HCS, 24 h; share of cells brighter than vehicle mean+2SD;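 active means plate Z-score above 3 for both tubulin-high and condensed-nucleus cell shares, with cell loss under 80%, at 10 µM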;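 further: anti alpha tubulin signal scored within the nucleus-defined area of each cell; some results filed as inactive read as strong as hits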
Dynein cargo inh cytoplasmic EGFP: further read-out of Dynein cargo inh, marked with its call; z-score; measured here: cytoplasmic GR-EGFP intensity; hits give high values
Dynein cargo inh nuclear GR-EGFP: recorded beside Dynein cargo inh, whose call it bears; z-score; measured here: nuclear GR-EGFP intensity;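 lower value marks the stronger effect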
Dynein cargo inh cell count: second read-out of Dynein cargo inh, no call of its own (marks repeat the call); z-score; measured here: cell count per field
Insulin prom up cell count: second read-out of Insulin prom up, no call of its own (marks repeat the call); cell count; measured here: cytotoxicity, nuclei count;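 total cells summed across four imaged fields per well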
Lipid droplet cells 6.5 µM: further read-out of Lipid droplet, marked with its call; cell count; measured here: cell count, cytotoxicity flag;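 cells counted across two imaged fields per well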
b-catenin transl cell count 5 µM: further read-out of b-catenin transl, marked with its call; cell count; measured here: cell count, cytotoxicity flag
T cell modulator vesicle-bound %: second read-out of T cell modulator, no call of its own (marks repeat the call); double positive events, %; measured here: CD8+ vesicle-bound cell fraction;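 binding gate set so that unloaded-vesicle control wells show 10% double positive cells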
MT stabilize HCS Hoechst-high %: recorded beside MT stabilize HCS, whose call it bears; % Hoechst-high responders; measured here: nuclear condensation Hoechst responders;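 share of cells brighter than vehicle mean plus two SD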
MT stabilize HCS cytotoxicity %: recorded beside MT stabilize HCS, whose call it bears; toxicity, %; measured here: cytotoxicity by cell density;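 0% = mean cell density of plate MIN control wells and 100% = no cells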
Autophagy mod cell loss 18 h: recorded beside Autophagy mod, whose call it bears; toxicity, %; measured here: cell loss, nuclei count;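 cell loss after 18 h compound exposure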
Active calls of the source: *; i = inactive; x = not tested or not shown.

SMILES	Insulin prom up	Insulin prom up cell count	Lipid droplet	Lipid droplet cells 6.5 µM	Autophagy mod	Autophagy mod cell loss 18 h	Dynein cargo inh	Dynein cargo inh cytoplasmic EGFP	Dynein cargo inh nuclear GR-EGFP	Dynein cargo inh cell count	Salmonella PhoP GFP	b-catenin transl	b-catenin transl cell count 5 µM	ER stress rescue	T cell modulator	T cell modulator vesicle-bound %	MT stabilize HCS	MT stabilize HCS Hoechst-high %	MT stabilize HCS cytotoxicity %
O=S(=O)(Nc1nc2ccccc2nc1NCc1ccco1)c1ccc(F)cc1	-0.04	1112	1	698	x	x	0.44	-0.23	0.17	-0.39	-8%	1.0	1269	x	i	38	x	x	x
Cc1cc(C)nc(-n2nc(C)c(Sc3ccc(F)cc3)c2N)n1	-0.28	1032	x	x	i	-14	-0.14	-0.22	-0.028	-0.34	-9%	-4.9	907	1.1%	i	60	4.5	2.5	4.7
CCCCNc1nc(CC(C)=O)ns1	0.3	1001	-2	753	i	-1	-0.62	-0.19	-0.3	0.38	1%	x	x	-1.3%	i	19	1.8	1.6	16
O=c1cnnc(Nc2ccc(Nc3ccccc3)cc2)[nH]1	x	x	-1	719	i	-31	0.5	-0.23	0.38	0.14	0%	2.4	1136	0.1%	i	23	3.1	2.0	4.0
CCC(=O)Nc1nnc(/C=C/c2ccc(OC)cc2)s1	-0.17	1463	6	718	x	x	2.1	-0.25	0.98	-0.74	-4%	-5.1	1202	x	i	24	x	x	x
COc1ccc2c(OC)c3ccoc3nc2c1OC	-0.31	934	-1	753	i	-4	-0.044	-0.29	-0.064	0.12	-2%	1.1	1130	-1.7%	i	23	5.8	3.7	2.6
NC(=O)N/N=C/c1cn(-c2ccccc2)nc1-c1cccnc1	-0.82	1350	-10	707	x	x	1.7	-0.3	0.66	-0.65	-1%	8.0	923	x	i	35	x	x	x
N#CC1=C(N)Oc2ccc3ccccc3c2C1c1cccnc1 (stereo unspecified)	-0.33	1552	0	661	i	42	1.8	-0.24	0.88	-0.78	-7%	-1.5	1020	2.6%	x	x	16*	29*	33*
Cc1ccc(/C=N/NC(=O)Cn2cncn2)cc1	x	x	-10	714	i	5	-0.39	0.0078	0.57	0.65	-5%	-1.5	540	0.0%	i	26	3.4	2.4	6.7
CC(C)c1nc(C(=O)N2CCCC(CCC(=O)N(C)CCc3ccccn3)C2)cs1 (stereo unspecified)	x	x	-3	671	i	-16	0.28	-0.009	0.29	-1.9	-2%	0.2	875	-0.7%	i	54	2.0	2.5	0.5
CCn1cc(CN2CCc3c([nH]c4ccccc34)C2c2ccc(F)c(OC)c2)c(C)n1 (stereo unspecified)	-0.24	1373	-2	726	i	-2	0.18	-0.31	0.1	-0.14	-9%	0.8	1063	2.2%	i	0	5.6	1.6	6.3
Nc1cc(C(=O)c2ccccc2)ccc1[N+](=O)[O-]	-0.37	1358	21	716	i	-55	0.67	0.24	0.59	-0.57	8%	-2.9	1159	x	i	40	3.8	1.2	3.5
COC(=O)c1cc2sc(Cl)cc2n1CC(=O)NCC1CCCO1 (stereo unspecified)	-0.13	869	7	774	i	-2	-0.86	-0.26	-0.4	1.1	11%	-1.7	1146	2.3%	i	41	1.1	1.6	5.5
O=C(CN1CCCN(S(=O)(=O)c2ccc(Br)cc2)CC1)Nc1ccc2c(c1)OCO2	x	x	-15	754	i	6	0.21	-0.25	-0.064	1.1	-4%	8.5	503	1.9%	x	x	6.0	3.0	6.6
O=C(OCc1ccc(Cl)cc1Cl)c1ccncc1	0.23	1253	x	x	i	-18	0.024	-0.22	0.55	0.68	2%	0.4	1345	-2.3%	i	9	3.1	1.9	5.2
CCOc1ccc(NC(=O)c2cc3cc4ccc(OC)cc4nc3o2)cc1	-1.6	1354	-4	778	i	6	-0.038	0.54	0.038	0.28	4%	x	x	-0.1%	i	28	2.3	1.3	8.7
CC(C)NC(=O)CN1CCC(c2ccccc2)C(O)C1 (stereo unspecified)	0.34	1577	-1	699	i	7	-0.52	-0.32	-0.33	0.63	0%	-2.4	945	-0.3%	i	47	3.2	1.9	3.4
Cc1ccc(C(C)C)c(OCC(O)CN2CCOCC2)c1 (stereo unspecified)	0.13	1210	x	x	i	23	-0.064	-0.36	0.03	-0.1	-4%	-5.9	1048	-1.4%	i	6	5.3	2.6	5.7
CCOC(=O)CCCNC(=O)CSc1nc2ccc(OCC)cc2[nH]1	0.23	1283	4	696	i	4	-1.2	-0.3	-0.41	1.1	-5%	-2.5	1048	0.0%	i	20	4.8	3.2	5.4
COc1ccc(Br)cc1CNC(=O)CCc1nc(-c2ccccc2F)no1	0.9	1150	x	x	i	-13	-0.71	-0.26	-0.37	0.24	28%	-0.6	1203	-0.9%	i	36	2.5	1.5	1.5
CCNc1nc(NCC)nc(OCCOC(=O)COc2ccc(Cl)cc2Cl)n1	0.06	1111	0	756	i	-6	0.74	-0.2	0.37	-0.97	-10%	-1.7	1155	-1.9%	i	10	2.5	1.8	1.8
Cc1cc(NC(=O)CN2CCN(S(=O)(=O)c3ccc(Cl)cc3)CC2)no1	0.58	988	-10	791	i	-4	1.7	-0.18	1.5	-1	1%	0.8	1159	1.4%	i	17	2.4	2.1	9.2
COc1ccccc1Nc1nc(-c2ccc3c(c2)NC(=O)CO3)cs1	-0.46	1095	15	649	i	3	-0.8	-0.39	-0.26	0.26	-7%	0.0	1035	0.8%	i	57	24*	17*	54*
COc1cc(C2NC(C(=O)O)Cc3c2[nH]c2ccccc32)cc(OC)c1OC (stereo unspecified)	-0.08	1021	-5	739	i	28	-0.45	0.43	0.22	0.026	-8%	-2.3	1049	-1.4%	i	17	1.6	1.1	4.0
Cc1cnc2cc(Cl)c(Cl)cc2n1	x	x	1	657	i	-6	-0.17	-0.24	-0.11	0.69	4%	-0.6	1175	-0.9%	i	41	2.6	1.9	3.1
O=C(N/N=C/c1oc(O)c2ccccc12)c1ccccc1	-0.09	1211	6	747	i	-14	0.44	0.13	0.56	-1.2	-7%	-4.7	1179	x	i	63	1.7	3.5	13
Cc1ccccc1Nc1c(-c2ccncc2)nc2ccc(Cl)cn12	0.73	1186	-5	665	i	3	-0.16	-0.3	0.19	0.33	-6%	-3.8	1046	-0.7%	i	44	2.4	2.3	6.1
CN(C)CCNc1ccc(Cl)cc1[N+](=O)[O-]	0.76	1593	15	654	i	-7	-0.87	0.93	-0.6	0.85	2%	-1.1	1154	1.8%	i	44	1.9	3.0	9.0
COc1cc2nc(CN3CCN(S(=O)(=O)c4ccc(C)c(C)c4)CC3)[nH]c(=O)c2cc1OC	-0.04	1127	14	732	i	2	-0.61	-0.23	-0.16	0.32	4%	-3.4	1101	-0.5%	i	61	4.8	2.9	3.8
CCOCC(=O)Nc1sc2c(c1C(=O)OCC)CCCC2	x	x	-5	755	i	4	0.059	-0.21	-0.082	0.48	-7%	-0.4	417	-2.8%	i	40	4.7	2.5	5.6
O=C(NC1CC2CCCC(C1)N2C(=O)Nc1ccc(Cl)c(C(F)(F)F)c1)C1CC1 (stereo unspecified)	-0.78	1590	x	x	i	-4	-1.1	0.59	-1	-0.17	16%	0.2	1356	-0.8%	i	9	2.3	1.7	10
COc1cccc(CNC(=O)C2CCCN(S(=O)(=O)c3cccc4nonc34)C2)c1 (stereo unspecified)	-0.96	871	3	784	i	-14	1.7	-0.31	0.87	-0.45	4%	x	x	-0.7%	i	17	1.6	1.1	9.2
Nn1c(SC/C=C/c2ccccc2)nnc1-c1ccncc1	-0.09	1238	12	790	i	6	-1.1	-0.063	-0.51	-0.25	-5%	-1.7	1221	-0.7%	i	46	3.4	1.7	2.9
